GCN5L2 inh – blocks human GCN5L2 histone acetyltransferase; Q92830; GCN5L2 HAT assay, ThioGlo1 CoA-SH fluorescence; Potency, µM (doses to about 58.9 µM), for inactives: top-dose activity change, negative = inhibition, hits mostly inhibitors; actives 0.21% (n = 390,000); AID 504327
Target sequence (Q92830 whole entry, looked up): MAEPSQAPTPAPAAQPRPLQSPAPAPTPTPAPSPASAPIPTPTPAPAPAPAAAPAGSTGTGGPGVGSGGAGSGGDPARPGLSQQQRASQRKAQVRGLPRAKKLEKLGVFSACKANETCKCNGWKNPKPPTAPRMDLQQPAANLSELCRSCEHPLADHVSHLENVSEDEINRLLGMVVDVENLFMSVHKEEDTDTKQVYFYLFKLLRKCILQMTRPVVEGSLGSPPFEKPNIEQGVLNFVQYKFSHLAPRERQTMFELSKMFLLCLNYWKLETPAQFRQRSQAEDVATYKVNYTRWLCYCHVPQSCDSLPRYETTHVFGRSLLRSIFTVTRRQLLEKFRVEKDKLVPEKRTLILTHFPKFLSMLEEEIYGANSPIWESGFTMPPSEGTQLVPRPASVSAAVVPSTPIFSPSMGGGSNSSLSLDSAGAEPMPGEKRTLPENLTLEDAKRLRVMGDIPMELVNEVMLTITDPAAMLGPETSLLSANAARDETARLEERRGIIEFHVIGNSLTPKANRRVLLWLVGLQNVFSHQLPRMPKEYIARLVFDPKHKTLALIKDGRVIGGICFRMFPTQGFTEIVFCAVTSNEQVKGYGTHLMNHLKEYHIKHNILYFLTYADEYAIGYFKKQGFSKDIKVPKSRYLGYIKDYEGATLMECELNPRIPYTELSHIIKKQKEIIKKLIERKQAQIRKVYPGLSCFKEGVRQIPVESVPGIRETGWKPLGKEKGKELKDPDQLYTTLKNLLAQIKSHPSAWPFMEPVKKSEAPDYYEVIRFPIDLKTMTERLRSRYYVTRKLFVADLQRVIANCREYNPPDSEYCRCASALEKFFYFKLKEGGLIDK
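qHTS, 1536-well. 20nM enzyme, pH 7.5 HEPES/EDTA/Tween-20 buffer; 15 min compound preinc., RT. Start: 75uM H3(1-25), 70uM AcCoA, 50uM ThioGlo1. Read Ex340/Em540 at t=0 (autofluorescence flag) and t=20 min.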
DT40 TDP1 no CPT – qHTS for Inhibitors of human tyrosyl-DNA phosphodiesterase 1 (TDP1): qHTS in cells in absence of CPT. actives 15% (n = 420,000). AID 686978, 2013. Potency, µM (top dose mostly 46.2 µM), for inactives: at the highest dose activity change, negative = growth inhibition, most hits filed as inhibitors. DT40 Tdp1-/- hTDP1 cells, no CPT, ATP luminescence, 48 h; note: nearly all actives have a fitted effect of over 55% in size
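A cellular qHTS used chicken DT40 cells lacking endogenous Tdp1 but carrying stably transfected human TDP1. Compounds were applied without camptothecin, and cell growth kinetics were judged by ATP-dependent luminescence after ≥48 hr.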
TDP1 cell CPT – DT40-hTDP1 cell growth loss with CPT; chicken DT40 Tdp1-/-;hTDP1 cells + 20 nM CPT, ATP luminescence, 48 h; Potency, µM (highest dose often 46.2 µM), for the others: top-dose activity change, negative = growth inhibition, actives largely listed as inhibitors; actives 12% (n = 420,000); AID 686979; note: nearly all actives have a fitted effect of over 55% in size
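Chicken DT40 Tdp1-/- cells complemented with human TDP1, 400 cells/well, exposed to compounds plus 20 nM camptothecin for at least 48 h at 37 C; viability read as ATP content by CellTiter-Glo luminescence.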
The depositor's hits bear a star; ? = inconclusive; . = not tested or not shown. Calls come from the whole dose curve; as a rule, active = well fitted curve in the direction sought with a large enough effect; inconclusive = small, poorly fitted or top-dose-only effect, or another doubt; inactive = no such curve, though single readings can be large; an effect the other way counts as inactive or inconclusive. % is set by controls: 0 for no effect and ±100 for the full control effect; potency is the fitted concentration of half-maximal effect.

SMILES	GCN5L2 inh	DT40 TDP1 no CPT	TDP1 cell CPT
COc1ccc(-c2ccc3oc(-c4ccc(OC)cc4)c(C#CCCO)c3c2)cc1	.	?	?
O=Cc1cn(CC(=O)N2CCCc3ccccc32)c2ccccc12	-2.3%	5.8µM*	5.8µM*
CCOc1ccc(CC(=O)Nc2sc(Cc3ccccc3)cc2C(N)=O)cc1OCC	-0.6%	?	-26.6%
O=C(Cc1ccccc1)N1CCN(c2ccccc2F)CC1	-9.2%	-5.2%	-0.1%
COc1ccc(-c2c(C)cc3oc(=O)cc(-c4ccccc4)c3c2C)cc1F	-6.2%	?	?
CCc1sc(C(=O)Nc2ccc3nc(C)sc3c2)cc1C	-11.2%	?	?
CCn1c(SCC(=O)Nc2ccc3c(c2)OCO3)nnc1C(C)C	-3.0%	11.3%	0.6%
O=C(NCCc1cccc(F)c1)C1CCC(=O)N(CCCc2ccccc2)C1 (stereo not given)	0.2%	?	18.4µM*
CSc1nc(C)cc(Oc2ccccc2)n1	-3.4%	-15.8%	3.1%
CCN(CC)C(=O)CSc1ncnc2sc(C)c(C)c12	-3.0%	-2.4%	0.1%
CN(CC(=O)Nc1ccc(F)c(F)c1F)C(=O)c1ccc2c(c1)S(=O)(=O)N=C1CCCCCN12	1.6%	-7.1%	-1.0%
CCC(=O)NCCc1nc2cc(NC(=O)c3ccco3)ccc2n1C	-3.0%	2.8%	9.1%
COCCNC(=O)C(C)N(c1ccc(OC)cc1)S(C)(=O)=O (stereo not given)	-1.9%	-1.0%	3.3%
Cn1cnc(S(=O)(=O)Nc2ccc3c(c2)OCCO3)c1	-2.7%	-17.1%	-11.7%
COc1ccc(/C=N/NC(=O)COc2ccccc2-c2ccccc2)cc1	4.6%	0.651µM*	0.581µM*
C=CCC[C@H](Cc1ccc(F)cc1)C(=O)OC[C@@H](NC(=O)[C@H](CC=C)CC(=O)NCCO)C(C)(C)C	0.9%	?	?
O=C(Cn1nc(C(=O)O)c2ccccc2c1=O)Nc1cc(Cl)ccc1-n1cncn1	-3.8%	-5.0%	-10.6%
O=[N+]([O-])c1ccc(CN2CCSCC2)cc1	-7.1%	-15.6%	7.0%
COc1ccc(CCNC(=O)C2(c3cccs3)CCOCC2)cc1OC	0.7%	-5.2%	-15.5%
N#Cc1cnn2c1nc(N1CCCCC1)c1ccccc12	-5.7%	?	?

Random excerpt: 3 entries already listed
SMILES	GCN5L2 inh	DT40 TDP1 no CPT	TDP1 cell CPT
COc1ccc(/C=N/NC(=O)COc2ccccc2-c2ccccc2)cc1	4.6%	0.651µM*	0.581µM*
O=C(Cn1nc(C(=O)O)c2ccccc2c1=O)Nc1cc(Cl)ccc1-n1cncn1	-3.8%	-5.0%	-10.6%
N#Cc1cnn2c1nc(N1CCCCC1)c1ccccc12	-5.7%	?	?

By substructure, those above containing an aryl methoxy group (5)
SMILES	GCN5L2 inh	DT40 TDP1 no CPT	TDP1 cell CPT
COc1ccc(-c2ccc3oc(-c4ccc(OC)cc4)c(C#CCCO)c3c2)cc1	.	?	?
COc1ccc(-c2c(C)cc3oc(=O)cc(-c4ccccc4)c3c2C)cc1F	-6.2%	?	?
COCCNC(=O)C(C)N(c1ccc(OC)cc1)S(C)(=O)=O (stereo not given)	-1.9%	-1.0%	3.3%
COc1ccc(/C=N/NC(=O)COc2ccccc2-c2ccccc2)cc1	4.6%	0.651µM*	0.581µM*
COc1ccc(CCNC(=O)C2(c3cccs3)CCOCC2)cc1OC	0.7%	-5.2%	-15.5%

Remaining list, next part
SMILES	GCN5L2 inh	DT40 TDP1 no CPT	TDP1 cell CPT
OCC1(Cc2ccccc2)CCN(C2CCN(c3ccccc3F)CC2)CC1	?	23.1µM*	?
O=C(C[n+]1ccccc1)Nc1ccc(Cl)c([N+](=O)[O-])c1	-1.5%	6.1%	1.3%
CCOC(=O)C1=C(COC(=O)c2nc(Cl)ccc2Cl)NC(=O)NC1C (stereo not given)	3.3%	5.9%	-4.7%
O=C(C1CCN(S(=O)(=O)N2CCOCC2)CC1)N1CCN(c2ccc(F)cc2)CC1	-4.7%	10.3µM*	8.2µM*
CCOC(=O)c1cc2c(=Cc3ccc(N(C)C)cc3)c3ccccc3n2[n+]1C	.	0.461µM*	0.581µM*
Cn1ccc(C(=O)OCC(=O)Nc2ccccc2)n1	-5.9%	2.5%	-7.4%
Cn1cccc1-c1nc2ccccc2n1Cc1ccccc1	-12.1%	?	?
Cc1ccc(C2(c3ccccc3)NC(=O)N(CC(=O)NCc3ccccc3)C2=O)cc1C (stereo not given)	-12.2%	23.1µM*	?
O=S(=O)(NCC1CCCO1)c1ccc(S(=O)(=O)N(Cc2ccc(F)cc2)Cc2ccccn2)cc1 (stereo not given)	-1.6%	?	-26.4%
CC(C)C(=O)NNc1nc2ccccc2s1	-14.2%	-7.6%	-13.8%
CC(C)/C(C=O)=C(/NC1CCCCC1)c1ccccc1	.	?	-16.4%
Cc1ccc(S(=O)(=O)N2CCC(C(=O)N3CCC[C@H]3C(=O)NCC(C)C)CC2)cc1	-6.3%	13.5%	-3.8%
O=C(CCl)N(Cc1cccc([N+](=O)[O-])c1)c1cccc(Cl)c1	-8.7%	4.11µM*	2.31µM*
CC(=O)Oc1ccc(N2C(=O)CC(N3CCOCC3)C2=O)cc1 (stereo not given)	1.5%	-27.6%	-49.4%
Cc1ccccc1C(=O)N1CCC(C(=O)N(CC(C)C)c2c(N)n(Cc3ccccc3)c(=O)[nH]c2=O)CC1	0.6%	0.4%	-0.2%
CCN(CC)S(=O)(=O)c1cccc(C(=O)NC(Cc2c[nH]c3ccccc23)c2nnc3n2CCC3)c1 (stereo not given)	-6.7%	?	-4.5%
O=C(Nc1cccc(C(F)(F)F)c1)N1CC2CCCN2c2ccccc21 (stereo not given)	-5.6%	?	?
CC1CCN(C(=O)C(C)OC(=O)CSc2ccc([N+](=O)[O-])cc2)CC1 (stereo not given)	-1.0%	?	?
COc1ccc2oc(C(=O)OCC(=O)NC3CCCCC3)c(C)c2c1	-1.2%	-6.1%	-7.5%

Copied from the list.
Result of N#Cc1cnn2c1nc(N1CCCCC1)c1ccccc12 under GCN5L2 inh: -5.7%
Result of Cn1cnc(S(=O)(=O)Nc2ccc3c(c2)OCCO3)c1 under DT40 TDP1 no CPT: -17.1%
Result of CCOc1ccc(CC(=O)Nc2sc(Cc3ccccc3)cc2C(N)=O)cc1OCC under TDP1 cell CPT: -26.6%

Among those listed so far, these contain a furan ring, fused or not:
SMILES	GCN5L2 inh	DT40 TDP1 no CPT	TDP1 cell CPT
COc1ccc(-c2ccc3oc(-c4ccc(OC)cc4)c(C#CCCO)c3c2)cc1	.	?	?
CCC(=O)NCCc1nc2cc(NC(=O)c3ccco3)ccc2n1C	-3.0%	2.8%	9.1%
COc1ccc2oc(C(=O)OCC(=O)NC3CCCCC3)c(C)c2c1	-1.2%	-6.1%	-7.5%

Assay outcomes (PubChem)
